PDI inh: inhibitors of human PDI, primary screen, biochemical, turbidity, single point, plate reader | Protein disulfide-isomerase (Homo sapiens), P07237 | PDI insulin aggregation turbidity, A650, 90 min | inhibition, % at 10 µM | 350,000 compounds, 0.052% hits;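 active means mean inhibition across replicates of 30% or more, whatever share of single replicates reach that level; inconclusive means mean inhibition below 30% while every single replicate reaches 30%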;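 further: absorbance from insulin aggregation driven by PDI reduction with DTT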
ABCB6 inh 2: ABCB6 transporter inhibitors, primary screen, K562-ABCB6 cells, flow cytometry, MLPCN library | ATP-binding cassette sub-family B member 6 (Homo sapiens), Q9NP58 | K562-ABCB6 porphyrin accumulation, 1 h; hits give low values | fluorescence ratio to DMSO, % at 10 µM | 360,000 compounds, 0.19% hits;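 active means fluorescence ratio to DMSO below 75%, the collection mean minus 3 SD; inconclusive means too few cells collected in the well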;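 further: signal is porphyrin accumulated inside mitochondria; 100% equals median channel fluorescence of DMSO control wells; lower ratio means ABCB6 inhibition with less porphyrin fluorescence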
Target sequence (Q9NP58 whole entry, looked up): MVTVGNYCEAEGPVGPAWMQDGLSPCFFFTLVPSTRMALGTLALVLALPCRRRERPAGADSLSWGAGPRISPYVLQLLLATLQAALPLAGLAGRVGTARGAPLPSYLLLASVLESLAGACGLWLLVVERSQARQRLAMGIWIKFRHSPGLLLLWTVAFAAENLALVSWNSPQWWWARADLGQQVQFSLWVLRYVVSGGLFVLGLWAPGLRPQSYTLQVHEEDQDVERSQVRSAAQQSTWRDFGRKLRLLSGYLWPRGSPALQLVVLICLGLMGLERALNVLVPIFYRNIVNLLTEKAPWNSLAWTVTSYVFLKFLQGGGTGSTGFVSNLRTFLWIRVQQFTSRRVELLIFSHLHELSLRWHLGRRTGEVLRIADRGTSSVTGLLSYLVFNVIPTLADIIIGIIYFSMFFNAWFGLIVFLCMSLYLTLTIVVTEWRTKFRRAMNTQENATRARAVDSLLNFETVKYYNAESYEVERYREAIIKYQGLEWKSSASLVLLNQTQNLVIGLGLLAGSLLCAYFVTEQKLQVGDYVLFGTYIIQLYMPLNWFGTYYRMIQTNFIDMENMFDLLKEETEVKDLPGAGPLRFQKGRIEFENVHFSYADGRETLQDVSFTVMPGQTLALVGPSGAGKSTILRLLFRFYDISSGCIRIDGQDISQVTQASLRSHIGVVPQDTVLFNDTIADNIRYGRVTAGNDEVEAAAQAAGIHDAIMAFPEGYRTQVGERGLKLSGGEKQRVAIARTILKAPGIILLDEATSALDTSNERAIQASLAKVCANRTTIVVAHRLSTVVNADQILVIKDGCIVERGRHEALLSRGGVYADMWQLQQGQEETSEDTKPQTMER
H9c2 protect: cardioprotection against H2O2-induced cell death, primary screen, uHTS, H9c2 cells, ATPLite luminescence. H9c2 cardiomyocytes, H2O2 injury protection, 2 h. protection from H2O2 cell death, % at 20 µM. 360,000 compounds, 0.63% hits;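 active means compounds giving at least 50% protection of heart cells from peroxide-induced death in the single-dose screen, raw or plate-pattern-corrected value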;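 further: 0% = DMSO wells with peroxide and 100% = DMSO wells without peroxide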
N-glyco inh: increase of ERlucT glycosylation luciferase signal, primary screen, N-linked glycosylation inhibitor project, D54 ERlucT cells, luminescence, set 2; D54 ERlucT glycosylation luciferase reporter, 24 h; percent of 100 nM tunicamycin response; reporter increase, % at 12.5 µM; 360,000 compounds, 0.23% hits; AID 588692, 2011;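 active means mean luciferase reporter signal, scaled so untreated is 0 and the glycosylation-blocking control 100, at or above a set limit in every replicate; inconclusive means mean reaches the limit but not every replicate does; inactive means mean below the limit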;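 further: luciferase carries N-glycosylation sites so blocking glycosylation raises the light; 0% = median of neutral control wells and 100% = median of 100 nM tunicamycin wells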
Exocytosis inh: LAMP-1 surface exposure blockers, TALL-104 cells – cell-based, flow cytometry, MLPCN library, primary screen. TALL-104 LAMP-1 surface exposure; cells stimulated with thapsigargin and PMA. inhibition, % at 10 µM. 360,000 compounds, 0.66% hits;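 active means inhibition above about 55%, limit read from the data; inconclusive means no clear call, values can overlap the other calls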
Vif inh: HIV Vif self-association inhibitors, primary screen, imaging, HEK293T, single point | HEK293T cells, Vif self-association by quenched fluorescence, 24 h | inhibition, % at 7.49 µM | 340,000 compounds, 0.35% hits | AID 602346, 2012; in the data active means inhibition above about 50%, passing the limit was not always enough; inconclusive means no clear call, values can overlap the other calls; inactive means below about 31%; further: some results filed as inactive read as strong as hits
CaV13 ICDI inh: Disruptors of the CACNA1D IQ motif to Ca2+-dependent inactivation inhibitor domain association, primary screening, Förster resonance energy transfer in intact living …; AID 743397; HEK cells, CFP/YFP FRET ICDI-IQ, plate reader, 10 min; percent FRET-ratio fall versus neutral wells; inhibition, % at 12.3 µM; 340,000 compounds, 0.098% hits;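 active means mean replicate inhibition of at least 30% and at least 1% of replicates passing that level; inconclusive means only one of the two criteria is met; inactive means neither criterion is met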;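 further: 0% = median of the neutral control wells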
iPSC survival up: enhancers of single-cell hiPSC survival, primary screen, ATPlite luminescence; 100% = ROCK inhibitor wells, 0% = DMSO; survival enhancement, % at 20 µM; 360,000 compounds, 0.044% hits; AID 602274, 2012; in the data active means survival enhancement above about 18%;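 further: cells exposed to compounds for 16 hours before the ATP read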
aDG glyco up: activators of alpha-DG glycosylation, primary screen, uHTS, Pro5-aDG cells, AlphaScreen | AID 624168, 2012 | activation, % at 10 µM | 360,000 compounds, 0.22% hits | alpha-DG glycosylation AlphaScreen (IIH6); 0% Pro5, 100% B10-LARGE cell signal;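 active means activation of at least 8% versus controls, or a plate z-score of at least 8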;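 further: Pro5 are CHO cells carrying HIG-tagged alpha-DG that lacks glycosylation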
HTR2A ag: mouse Htr2a agonists via beta-arrestin recruitment, primary screen, cell-based, luminescence; 360,000 compounds, 0.66% hits; 5-hydroxytryptamine receptor 2A (Mus musculus), P35363; CHO-K1 mHTR2A beta-arrestin complementation; percent of 30 µM serotonin response; activation, % at 7.6 µM; AID 624169, 2012;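 active means activation above a run cutoff, the mean activation of all tested compounds plus 3 SD, cut at about 14% in these data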;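 further: 0% = plate median of compound wells and 100% = 30 µM serotonin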
An asterisk follows results filed as active; ? = inconclusive; . = not tested or not shown.

SMILES	PDI inh	ABCB6 inh 2	H9c2 protect	N-glyco inh	Exocytosis inh	Vif inh	CaV13 ICDI inh	iPSC survival up	aDG glyco up	HTR2A ag
Cc1ccc2cc(CN(CC3CCCO3)S(=O)(=O)c3ccccc3)c3nnnn3c2c1 (centres undefined)	4.5	94.0	2.0	1.5	-3.5	9.5	-5.0	-1.4	-0.3	-8.8
CN1CCN(NC(=O)c2cc(-c3cccc(Cl)c3)nc3ccccc23)CC1	-1.1	101.0	10.6	6.3	0.9	1.3	3.9	0.0	0.1	-2.8
CC1CCCC(C(=O)O)N1C(=O)CCSC(=O)c1ccccc1 (centres undefined)	1.0	103.0	5.2	2.7	-3.8	15.6	-7.4	2.7	0.0	-0.9
O=C(CN1CCC(C(O)(c2ccccc2)c2ccccc2)CC1)Nc1cc(Cl)ccc1Cl	7.0	99.0	-1.5	-15.5	0.6	-3.3	-8.8	-0.6	0.2	4.4
CC1(C)C2CCC1(C)C1(C2)NC(=O)c2ccccc2O1 (centres undefined)	3.7	105.0	0.7	-1.5	-0.6	-11.1	-4.6	1.0	0.0	-0.9
Cc1cc2cc(C)c(SCC(=O)NCc3ccco3)nc2cc1C	-0.4	101.0	7.2	1.8	0.3	0.1	-3.3	2.4	-0.1	-1.6
S=C1Cc2ccccc2N1	2.8	104.0	-16.6	13.3	94.2*	0.6	-3.5	11.1	-0.3	9.9
CC(=O)c1ccc(OC(=O)C(CCS(C)(=O)=O)N2C(=O)c3ccccc3C2=O)cc1 (centres undefined)	2.8	88.0	-3.7	1.9	-5.5	81.2*	-7.9	-2.1	1.7	0.3
COCc1cc(C)nc(SCC(=O)Nc2cccc(C)c2)c1C#N	-3.0	93.0	4.1	-0.2	1.1	13.6	.	-4.0	0.0	-3.2
CCOc1ccc(CNC(=O)c2ccc(NC(=O)C3=CSCCO3)cc2)cc1	-0.1	89.0	-1.9	-0.5	-10.3	9.4	-2.8	-0.3	0.7	-1.8
CCOc1ccc(NC(=O)CN(C)C(=O)CCN2C(=O)C3CC=CCC3C2=O)cc1OCC (centres undefined)	2.8	91.0	3.9	-0.9	-0.6	-2.2	-6.2	-0.5	-0.2	-0.7
C[C@H](C(=O)CC(=O)OC(C)(C)C)[C@H](O)c1ccccc1	5.2	94.0	1.7	4.1	24.0	-1.9	-3.9	-2.4	0.0	13.3
O=C(NCC1CCCO1)c1cc(-c2ccccc2)nc2ccc(Br)cc12 (centres undefined)	10.1	93.0	2.9	3.3	?	-11.3	.	0.7	-0.3	0.2
Cc1ccc(O)c(/C=N/NC(=O)Cc2ccc(Cl)cc2)c1	4.7	100.0	31.5	-6.1	1.4	0.9	-6.5	0.1	0.2	-8.9
Cc1cccc(C2c3[nH]c4ccccc4c3CCN2C(=O)c2ccc(=O)[nH]c2)n1 (centres undefined)	3.8	100.0	18.5	5.7	0.0	.	-17.9	-1.8	-0.2	2.8

An excerpt from above, showing only CaV13 ICDI inh.
Compound,CaV13 ICDI inh
CCOc1ccc(NC(=O)CN(C)C(=O)CCN2C(=O)C3CC=CCC3C2=O)cc1OCC (centres undefined),-6.2
Cc1cccc(C2c3[nH]c4ccccc4c3CCN2C(=O)c2ccc(=O)[nH]c2)n1 (centres undefined),-17.9
CC1(C)C2CCC1(C)C1(C2)NC(=O)c2ccccc2O1 (centres undefined),-4.6

The list goes on:
SMILES	PDI inh	ABCB6 inh 2	H9c2 protect	N-glyco inh	Exocytosis inh	Vif inh	CaV13 ICDI inh	iPSC survival up	aDG glyco up	HTR2A ag
O=S(=O)(NCc1ccc(F)cc1)c1cc(Br)ccc1Br	-4.3	102.0	-14.4	-0.8	14.1	-4.4	-3.4	-2.2	0.2	18.1*
COc1cc(-c2cccs2)cc(=O)c2c(C)oc(C)c12	-0.3	107.0	7.8	-3.4	-1.2	2.1	-10.8	1.2	0.0	-0.4
Fc1ccccc1NC(=S)N1CCN(C/C=C/c2ccccc2)CC1	3.7	95.0	-8.9	3.2	2.5	0.4	-4.8	0.4	-0.1	-1.4
O=C(Nc1ccc(Cl)cc1)c1cccs1	-4.2	97.0	-21.5	-4.3	-2.7	6.1	.	0.5	-0.1	-0.3
Cc1[nH]c(C)c2c(=O)n(-c3ccccc3)ncc12	.	106.0	24.9	1.1	4.3	.	-9.7	0.9	-0.4	8.5
COc1ccc(NC(=O)C[C@H]2C(=O)N(C3CCCCC3)C[C@@H]2c2ccc(OC)cc2)cc1	-1.5	97.0	15.4	-1.1	-2.7	.	-2.9	2.6	-0.1	4.7
O=c1cc(Cl)c2ccccc2n1-c1ccccc1	-19.0	97.0	1.3	-0.9	-3.1	2.3	-3.0	-0.8	-0.1	4.5
CCCn1c2ccc(C)cc2c2n[nH]c(=S)nc21	4.0	108.0	-1.4	1.8	1.5	1.1	-4.5	0.3	0.3	0.5
O=C(COC(=O)CNC(=O)C1CCCCC1)Nc1ccc(Cl)cn1	-5.5	100.0	-0.8	2.5	-0.5	28.0	-3.6	2.0	-0.1	-3.1
Cc1cc(C)n2c(NC3CCCCC3)c(CC(C)C)nc2n1	.	100.0	.	.	5.2	.	-4.8	-0.5	0.2	3.1
COc1cc(C#N)ccc1OCC(=O)N1CCc2ccccc2C1	-2.9	99.0	2.0	0.9	5.1	-14.1	-5.2	2.6	-0.1	4.2
N#C/C(=N\Nc1cccc2ccccc12)c1nnc2n1CCCCC2	3.2	112.0	11.9	-5.2	34.7	-10.1	-46.8	10.7	-0.2	-5.5
C=CCOc1nc2c(c(=O)n(C)c(=O)n2C)n1Cc1ccc(Cl)cc1Cl	4.3	97.0	-16.3	-0.2	-4.7	2.6	-8.2	0.0	3.9	4.1
COc1cc(SC#N)ccc1N=Cc1c(C)[nH]n(-c2ccc(C)c(C)c2)c1=O	-16.3	91.0	-11.0	-1.6	9.7	-8.2	-4.5	4.8	-0.5	7.5
CCc1nnc(SCC(=O)Nc2nc(C)c(C(=O)N(C)C)s2)n1CC	4.5	106.0	5.6	-0.3	0.4	3.3	.	-0.1	0.0	-3.7

Of the compounds above, 2 contain a furan ring, fused or not.
SMILES	PDI inh	ABCB6 inh 2	H9c2 protect	N-glyco inh	Exocytosis inh	Vif inh	CaV13 ICDI inh	iPSC survival up	aDG glyco up	HTR2A ag
Cc1cc2cc(C)c(SCC(=O)NCc3ccco3)nc2cc1C	-0.4	101.0	7.2	1.8	0.3	0.1	-3.3	2.4	-0.1	-1.6
COc1cc(-c2cccs2)cc(=O)c2c(C)oc(C)c12	-0.3	107.0	7.8	-3.4	-1.2	2.1	-10.8	1.2	0.0	-0.4

Carrying on.
SMILES	PDI inh	ABCB6 inh 2	H9c2 protect	N-glyco inh	Exocytosis inh	Vif inh	CaV13 ICDI inh	iPSC survival up	aDG glyco up	HTR2A ag
COc1ccc(-n2nnnc2SCc2nc(N)nc(N3CCOCC3)n2)cc1	11.8	90.0	8.8	-1.3	-2.5	12.0	.	-2.1	0.0	3.1
CCOc1ccc(C(=O)CCC(=O)N(CC)CC(=O)Nc2c(F)cccc2F)cc1	-1.7	96.0	-4.3	-1.0	10.2	-3.5	-5.2	-0.2	0.1	6.6
COc1cccc(NC(=O)CN(C)CC(=O)Nc2ccc3c(c2)CCC3)c1	4.5	100.0	1.3	1.5	0.8	4.7	-6.4	0.2	0.1	-7.2
CCOc1ccc(C2/C(=C(\O)c3cccc(OC)c3)C(=O)C(=O)N2c2cc(C)on2)cc1OC (centres undefined)	1.2	103.0	-13.7	-0.2	3.3	-1.4	-7.1	2.5	0.0	-5.2
N#CC1=C(N)Oc2cc(N)ccc2C1c1ccsc1 (centres undefined)	4.0	119.0	2.8	3.2	5.4	-9.1	-5.1	-1.4	-0.2	0.8
CCCCn1c(N)c(N(CCC(C)C)C(=O)c2ccc(N3CCCC3=O)cc2)c(=O)[nH]c1=O	-7.5	102.0	-0.6	-0.6	-2.3	0.6	-16.9	2.6	-0.1	3.3
CCn1c(SCC(=O)NCc2ccco2)nnc1C(C)C	3.3	89.0	-5.1	0.5	2.0	-3.1	-4.2	-1.3	0.3	1.7
CCc1cccc(NC(=O)c2sc3nc4n(c(=O)c3c2C)CCC4)c1	2.3	94.0	5.0	1.1	19.4	-0.2	-7.4	0.5	1.7	1.9
COc1ccccc1C(=O)NCCC(=O)Nc1cccc(S(=O)(=O)N2CCCC2)c1	0.3	98.0	2.4	-0.8	-11.2	0.4	-4.9	1.0	0.7	0.6
COc1ccc(C=NN=C2c3ccccc3-c3ccccc32)cc1O	4.4	90.0	17.9	2.6	10.3	0.8	-3.5	-1.4	-0.4	1.9
COc1ccc(COC[B-](F)(F)F)cc1	-2.2	100.0	7.1	0.7	-0.6	-2.7	-2.7	-0.4	-0.2	10.6
O=[N+]([O-])c1ccc(N2CCCCCC2)c(S(=O)(=O)N2CCCCC2)c1	-5.9	86.0	-9.4	-3.7	27.6	30.6	-4.6	1.1	-0.3	-5.9
COC(=O)[C@@](C)(O)C1(C(=O)SC(C)(C)C)CC1	4.4	89.0	-4.0	5.7	-2.5	-1.3	-9.9	5.6	-0.1	0.0
CN(C)/C(=N\S(=O)(=O)c1ccccc1)c1ccc([N+](=O)[O-])cc1	-4.0	100.0	-1.8	2.6	-0.8	14.0	-4.3	-1.4	-0.2	-0.6
CCNc1nc(NCC)nc(SCCOC(=O)COc2ccc(Cl)cc2Cl)n1	-1.5	95.0	-3.3	2.1	0.1	.	-6.9	-0.1	-0.1	3.0
O=C(NCCOc1ccccc1)C1CCC(=O)N(CCc2ccc(Cl)cc2)C1 (centres undefined)	0.1	100.0	4.3	-1.8	15.4	0.1	.	0.2	0.1	-3.0
